Bioassay records from PubChem BioAssay.
bCat nuc transl: modulators of beta-catenin nuclear translocation. HeLa beta-catenin nuclear translocation, immunofluorescence imaging. nuclear translocation activity, % at 5 µM. hit rate 0.3% among 190,000. AID 1665;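 active = nuclear translocation activity above 50% at 5 µM, with a well cell count of 50 or more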;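 also: per-cell ratio of nuclear to cytoplasmic median beta-catenin stain intensity; plate controls were DMSO negative control for no effect and GSK-3 inhibitor IX positive control for full effect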
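Technique: fluorescence imaging of beta-catenin antibody stain plus DAPI / Material: human HeLa cell line / Incubation: compound treatment 24 h, 37°C, 5% CO2 / Read-out basis: % activation of per-cell nuclear versus cytoplasmic median beta-catenin signal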
AID2073: disruptors of CaV2.2 binding to Mint1 – biochemical, HTRF (AID 2073); HTRF protein-protein interaction, Mint1-CaV2.2; higher % means a stronger effect; one-dose inhibition, % at 20 µM; IC50 in µM for titrated hits; hit rate 0.19% among 290,000; in the data active = inhibition mostly above about 51%, no sharp cut-off; also: some results filed as inactive read as strong as hits
HIV fusion peptide: inhibitors of HIV fusion peptide binding, primary screen, biochemical, uHTS, fluorescence dequenching (AID 1986); cell-free peptide binding, fluorescence dequenching, 30 min; higher % means a stronger effect; one-dose inhibition, % at 20 µM; IC50 in µM for titrated hits; hit rate 0.3% among 290,000; in the data active = inhibition mostly above about 52%, no sharp cut-off; inactive = mostly below about 76%; also: some results filed as inactive read as strong as hits
MT stabilize HCS: microtubule stabilization, imaging screen. HeLa tubulin immunostaining HCS, 24 h; share of cells brighter than vehicle mean+2SD. % tubulin-high responders, % at 10 µM. hit rate 0.83% among 200,000. AID 2205;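 active = plate Z-score above 3 for both tubulin-high and condensed-nucleus cell shares, with cell loss under 80%, at 10 µM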;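 also: anti alpha tubulin signal scored within the nucleus-defined area of each cell; some results filed as inactive read as strong as hits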
Yfh1-depleted yeast: enhancers of respiration in Yfh1-depleted yeast, dose response, Friedreich's ataxia, plus single-dose screen (AID 1465). fold induction at 50 µM; hits with a dose series show EC50 in µM. S. cerevisiae Yfh1-off respiration, WST-1 reduction, 72 h; higher fold induction means a stronger effect. hit rate 0.074% among 220,000;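 active = fold induction of absorbance versus untreated yeast above a set limit, then at least 30% activation at any dose in follow-up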;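 also: activators that raise dye reduction in frataxin-depleted yeast; strong numbers were not always called active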
Autophagy mod: autophagy modulation, high-content screen; MEF GFP-LC3 puncta imaging; test concentration mostly 10 µM; calls only at 10 µM (by protocol); hit rate 0.98% among 190,000;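 active = percentage of spot-positive cells more than 3 SD above its plate mean, without a fluorescence outlier flag or 80% toxicity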;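 also: spot-positive cell cutoff set from DMSO-treated cells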
Dynein transport: dynein cargo transport inhibition | 3617.4 mouse cells, GR-EGFP nuclear translocation imaging; test concentration mostly 20 µM; stimulated with dexamethasone, 1 µM; active compounds read low | z-score, hits read low | hit rate 0.47% among 220,000 | AID 1381;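 active = plate z-score of nuclear minus cytoplasmic receptor signal below a set negative limit, without overly bright fluorescence or cell loss, cut at about -3.5 in these data, passing the limit was not always enough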;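 also: z-score of nuclear minus cytoplasmic ring GR-EGFP intensity difference per well; some compounds called inactive have numbers as strong as hits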
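Also added – dexamethasone, 1.0 µM final · Buffer or medium – tet-free, stripped-serum medium · Schedule – induction 48 h, compound 1 h, agonist 30 min · Detection – formaldehyde fixation, Hoechst nuclear stain, 10x automated fluorescence imaging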
WT yeast gro inh: growth inhibition of WT yeast, mitochondrial fusion screen | hit rate 2.1% among 190,000 | inhibition, % at 10 µM | AID 1362 | mitochondrial fusion phenotypic screen, WT strain; in the data active = inhibition above about 58%; tested in S. cerevisiae
WT yeast gro inh mutant strain: recorded beside WT yeast gro inh, whose call it bears; inhibition, %; mitochondrial fusion phenotypic screen, mutant strain inhibition
Dynein transport cytoplasmic EGFP: also measured in Dynein transport; calls as there; z-score; measured here: cytoplasmic GR-EGFP intensity; active compounds read high
Dynein transport nuclear GR-EGFP: also measured in Dynein transport; calls as there; z-score; measured here: nuclear GR-EGFP intensity;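 lower value marks the stronger effect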
Dynein transport cell count: recorded beside Dynein transport, whose call it bears; z-score; measured here: cell count per field
bCat nuc transl cell count 5 µM: recorded beside bCat nuc transl, whose call it bears; cell count; measured here: cell count, cytotoxicity flag
MT stabilize HCS Hoechst-high %: also measured in MT stabilize HCS; calls as there; % Hoechst-high responders; measured here: nuclear condensation Hoechst responders;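 share of cells brighter than vehicle mean plus two SD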
MT stabilize HCS cytotoxicity %: recorded beside MT stabilize HCS, whose call it bears; toxicity, %; measured here: cytotoxicity by cell density;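 0% = mean cell density of plate MIN control wells and 100% = no cells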
Autophagy mod cell loss 18 h: also measured in Autophagy mod; calls as there; toxicity, %; measured here: cell loss, nuclei count;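 cell loss after 18 h compound exposure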
* = called active by the depositor; i = inactive; nt = not tested or not shown. These rows are one share of the data, so the mix of outcomes need not match the whole.

SMILES	bCat nuc transl	AID2073	HIV fusion peptide	MT stabilize HCS	MT stabilize HCS Hoechst-high %	MT stabilize HCS cytotoxicity %	Yfh1-depleted yeast	Autophagy mod	Autophagy mod cell loss 18 h	Dynein transport	Dynein transport cytoplasmic EGFP	Dynein transport nuclear GR-EGFP	Dynein transport cell count	WT yeast gro inh	others
O=C(O)CSc1nnc(-c2ccc(Cl)cc2)n1-c1ccccc1	nt	41.1%	0.1%	nt	nt	nt	nt	nt	nt	nt	nt	nt	nt	nt
CCOc1ccc(CCNC(=O)CS(=O)Cc2nc(-c3ccc(OC)cc3)oc2C)cc1OCC (centres undefined)	nt	5.5%	-2.2%	nt	nt	nt	nt	nt	nt	nt	nt	nt	nt	nt
O=C(CS(=O)(=O)c1c[nH]c2ccccc12)Nc1ccc(F)cc1	nt	16.9%	0.9%	nt	nt	nt	nt	nt	nt	nt	nt	nt	nt	nt
Cc1oc(-c2ccccc2Cl)nc1CS(=O)(=O)CC(=O)N1CCOCC1	nt	3.1%	-1.9%	nt	nt	nt	nt	nt	nt	nt	nt	nt	nt	nt
COc1ccc(OC)c(N(C(=O)c2ccco2)C(C(=O)NC2CCCC2)c2cc(OC)c(OC)c(OC)c2)c1 (centres undefined)	nt	1.8%	-0.3%	nt	nt	nt	nt	nt	nt	nt	nt	nt	nt	nt
COC(=O)Nc1ccc(S(=O)(=O)NNC(=O)c2c(O)c3ccccc3[nH]c2=O)cc1	nt	25.2%	-2.0%	nt	nt	nt	nt	nt	nt	nt	nt	nt	nt	nt
O=C(c1ccc(F)cc1)N1CCN(Cc2ccccc2)CC1	nt	5.9%	0.7%	nt	nt	nt	nt	nt	nt	nt	nt	nt	nt	nt
Cc1c(C(=O)Nc2ccc(S(=O)(=O)N3CCOCC3)cc2)cccc1[N+](=O)[O-]	nt	-3.0%	0.9%	nt	nt	nt	nt	nt	nt	nt	nt	nt	nt	nt
Cc1cc(C2C(=O)c3ccccc3C2=O)c(C)c(C)c1C	nt	26.0%	-4.3%	nt	nt	nt	nt	nt	nt	nt	nt	nt	nt	nt
CC(=O)c1cc2c(cc1NC(=O)CN1CCN(C(=O)c3ccco3)CC1)OCO2	nt	nt	nt	2.0	2.1	9.3	nt	nt	nt	-0.646	-0.0213	-0.0382	0.192	2.3	WT yeast gro inh mutant strain=10.5
COc1ccc(-c2cn3c(C)c(C(=O)N4CCN(c5ccccc5F)CC4)sc3n2)cc1	nt	-11.5%	-1.2%	nt	nt	nt	nt	nt	nt	nt	nt	nt	nt	37.5	WT yeast gro inh mutant strain=17.5
COC(=O)Cn1c(CN2CCOCC2)nc2c1c(=O)n(C)c(=O)n2C	nt	3.6%	-0.4%	nt	nt	nt	nt	nt	nt	nt	nt	nt	nt	9.3	WT yeast gro inh mutant strain=6.1
COC(=O)[C@@H]1[C@H]2C[C@H]3c4[nH]c5ccccc5c4CCN3C[C@@H]2CC[C@@H]1O	nt	10.1%	-1.5%	nt	nt	nt	i	nt	nt	nt	nt	nt	nt	nt
CNS(=O)(=O)Cc1ccc2[nH]cc(CCN(C)C)c2c1	nt	-2.9%	-0.3%	nt	nt	nt	i	nt	nt	nt	nt	nt	nt	nt
Cc1c(O)cccc1C(=O)N[C@@H](CSc1ccccc1)[C@H](O)CN1C[C@H]2CCCC[C@H]2C[C@H]1C(=O)NC(C)(C)C	nt	8.6%	-1.1%	nt	nt	nt	i	nt	nt	nt	nt	nt	nt	nt
COCCCOc1ccnc(CS(=O)c2nc3ccccc3[nH]2)c1C (centres undefined)	nt	-40.5%	2.1%	nt	nt	nt	i	nt	nt	nt	nt	nt	nt	nt
CSc1nc2sc3c(c2c2nnnn12)CCC3	1.0	28.8%	1.1%	nt	nt	nt	nt	nt	nt	nt	nt	nt	nt	nt	bCat nuc transl cell count 5 µM=1104
COc1ccccc1/C=C/C(=O)c1cc(Br)ccc1OC(=O)c1ccco1	nt	nt	nt	2.5	1.9	2.2	nt	i	-19.8	-5.32*	0.367*	-1.76*	-0.061*	nt
CCOc1ccc(-c2nnc3sc(-c4ccccc4OC)nn23)cc1	nt	nt	nt	3.5	2.9	2.5	nt	i	-3.1	0.6	-0.219	0.218	-0.131	nt
CCCCCCNC(=O)c1c(N)n(/N=C/c2ccco2)c2nc3ccccc3nc12	nt	nt	nt	2.5	0.0	70.9	nt	i	3.3	3.36	0.177	2.53	-2.75	nt
Cc1oc2cc3c(C(=O)N4CCN(c5ccccc5)CC4)c(C)oc3cc2c1C(=O)N1CCN(c2ccccc2)CC1	nt	nt	nt	3.5	1.6	6.5	nt	i	-3.7	1.44	-0.277	0.522	0.189	nt
CC(=O)Nc1c(C(=O)N2CCN(c3ncccn3)CC2)cnn1-c1ccccc1Cl	nt	nt	nt	2.0	2.8	29.9	nt	i	2.3	2.2	0.106	2.24	-1.8	nt
Cc1nc(NC2=NCN(CC3CCCO3)CN2)nc2ccccc12 (centres undefined)	nt	nt	nt	5.0	2.3	2.0	nt	i	-1.6	-0.347	-0.203	0.332	0.841	nt
COCCCn1c(SCC(=O)N2CCc3ccccc32)nnc1-c1ccoc1C	nt	nt	nt	3.0	0.6	3.1	nt	i	4.2	-1.18	-0.198	-1.07	-0.329	nt
Cc1ccc(-c2nnc3c4ccccc4c(C)nn23)cc1NC(=O)c1ccco1	nt	nt	nt	2.0	2.4	6.9	nt	i	-1.6	-1.15	-0.156	-0.44	0.0836	nt
Continuation.
SMILES	bCat nuc transl	AID2073	HIV fusion peptide	MT stabilize HCS	MT stabilize HCS Hoechst-high %	MT stabilize HCS cytotoxicity %	Yfh1-depleted yeast	Autophagy mod	Autophagy mod cell loss 18 h	Dynein transport	Dynein transport cytoplasmic EGFP	Dynein transport nuclear GR-EGFP	Dynein transport cell count	WT yeast gro inh	others
COc1ccc(/C=C2\C(=O)N(c3nc(-c4ccc(Br)cc4)cs3)N=C2c2ccccc2)cc1	nt	nt	nt	1.6	1.5	1.9	nt	i	-1.7	-0.898	-0.234	-0.399	0.0836	nt
CCCCC1CCC(C(=O)Nc2c(C)n(C)n(-c3ccccc3)c2=O)CC1 (centres undefined)	nt	nt	nt	3.8	2.4	6.5	nt	i	-6.8	-0.302	-0.192	-0.563	0.593	nt
Cn1c(=O)c2c(nc(CN3CCc4ccccc4C3)n2CCc2ccccc2)n(C)c1=O	nt	nt	nt	1.3	0.2	13.1	nt	i	-7.8	-0.699	-0.255	0.272	1.29	nt
c1ccc(-c2nn3c(C4COc5ccccc5O4)nnc3s2)cc1 (centres undefined)	nt	nt	nt	3.1	2.3	6.7	nt	i	0.5	0.153	-0.201	0.152	-0.503	nt
Cn1c2c(c(=O)n(C)c1=O)C(c1cccc(Br)c1)C1C(=O)c3ccccc3C1=N2 (centres undefined)	nt	nt	nt	1.7	1.7	8.8	nt	i	-2.0	-0.0544	-0.223	0.296	0.221	nt
COc1cc(-n2c3nc4ccccc4nc3c3c(=O)n(Cc4ccco4)cnc32)cc(OC)c1OC	nt	nt	nt	2.1	2.3	8.2	nt	i	1.0	-1.78	-0.183	-0.909	0.789	nt
Cc1nc(SCC(=O)Nc2ccccc2C(F)(F)F)c2c(=O)n(C)c(=O)n(C)c2n1	nt	nt	nt	2.6	1.5	9.7	nt	i	2.2	0.436	-0.143	0.619	0.608	nt
CCC(c1nnnn1C(C)(C)C)N(Cc1cc2cccc(C)c2n2nnnc12)C1CCCC1 (centres undefined)	nt	nt	nt	3.8	2.8	7.9	nt	i	-2.3	-0.433	-0.0581	-0.333	0.398	nt
CCCCCc1nc2ccccc2c(=O)n1NC(=O)c1c(O)c2cccc3c2n(c1=O)CCC3	nt	nt	nt	4.4	2.2	1.8	nt	i	-3.5	-0.786	-0.254	-0.884	0.321	nt
O=S(=O)(NCCOc1ccccc1Cl)c1ccc2oc3ccccc3c2c1	nt	nt	nt	2.7	2.5	10.7	nt	i	-34.4	0.843	-0.168	1.09	-0.386	nt
CC1CCN(CCn2c(=S)[nH]c3ncccc3c2=O)CC1	nt	nt	nt	3.1	1.4	6.4	nt	i	6.2	2.14	-0.119	1.69	-1.44	nt
COc1ccc2nc(SCC(=O)N3CCN(c4ccccc4F)CC3)c(C#N)cc2c1	nt	nt	nt	2.1	2.0	3.6	nt	i	22.3	0.407	-0.0762	0.202	1.34	nt
CCCc1nc2ccccc2n2cc3c(=O)n(C)c(=O)n(C)c3c12	nt	nt	nt	4.0	2.1	6.0	nt	i	-6.7	-0.245	-0.134	-0.231	-0.347	nt
Cn1nc(-c2ccc(N3CCOCC3)c(NC(=O)COc3ccccc3)c2)c2ccccc2c1=O	nt	nt	nt	4.9	6.1	8.5	nt	i	6.5	0.277	-0.279	0.333	-0.493	nt
O=C(CCn1c(=S)[nH]c2cc3c(cc2c1=O)OCO3)N1CCN(C2CCCCC2)CC1	nt	nt	nt	3.0	1.8	4.5	nt	i	-2.5	0.0439	-0.168	0.702	-1.04	nt
CCCOc1ccc(N2C(=O)CC(NCCCN3CCC(C(N)=O)CC3)C2=O)cc1 (centres undefined)	nt	nt	nt	2.8	1.7	7.1	nt	i	3.7	-1.07	-0.252	-0.558	0.34	nt
CCOC(=O)c1cc2c(=O)n3cccc(C)c3nc2n(Cc2cccnc2)c1=N	nt	nt	nt	3.2	2.5	6.9	nt	i	-1.7	-0.304	-0.115	0.188	0.443	nt
c1nc(N2CCOCC2)c2sc3nc(N4CCOCC4)c4c(c3c2n1)CCCC4	nt	nt	nt	3.1	2.0	4.5	nt	i	-21.1	-0.333	-0.2	0.114	-1.2	nt
CCCOC(=O)c1cc(-c2ccc(/C=C3/C(=O)N(C)C(=O)C(C#N)=C3C)o2)ccc1Cl	nt	nt	nt	4.6	3.2	3.3	nt	i	-3.2	-3.68*	0.125*	-1.79*	0.443*	nt
CCCCOCCCNC(=O)/C=C/c1ccccc1Cl	nt	nt	nt	1.5	1.2	9.7	nt	i	33.3	-0.0148	-0.208	-0.311	0.0141	nt
